Screening results from PubChem BioAssay.
CHOP inh – CHOP inhibition in unfolded protein response; CHO-K1 CHOP-promoter luciferase, tunicamycin-induced, 15-18 h; inhibition, % at 10 µM; actives 3.8% (n = 220,000);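 active = compounds that reduced the stress-induced luciferase reporter signal by more than about 70% of percent inhibition, limit read from the data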;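 also: 0% = tunicamycin plus vehicle and 100% = wells without tunicamycin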
TNF necrop inh – inhibitors of TNF-alpha induced necroptosis in Jurkat FADD-/- cells | Jurkat FADD-/- TNF necroptosis rescue, ATP luminescence, 24 h; 0 = TNF only, 100 = no-TNF cells | AID 463075 | activation (protection from cell death), % at 10 µM | actives 0.068% (n = 220,000);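 active = activation, meaning protection from cell death, of at least 50% relative to plate controls; inactive = activation below 50%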;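 also: necroptosis triggered by 40 ng/mL TNF-alpha added together with compound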
PPC-1+TRAIL kill – kills PPC-1 cancer cells in the presence of TRAIL; PPC-1 cells + TRAIL, ATPLite viability luminescence; cell killing (% activity), % at 4 µM; actives 0.41% (n = 220,000);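 active = cell killing above 50% in the first pass at 4 µM, then a duplicate retest at 5 µM averaging 50% or more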;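 also: plate controls were cells with TRAIL plus DMSO for no effect and medium-only wells lacking cells for full effect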
TRPML3 agonist – activates the human TRPML3 channel. Q8TDD5. HEK293 TRPML3-YFP, Fluo-8 calcium fluorescence; 100% = the carbachol control signal. activation, % at 3 µM. actives 0.29% (n = 220,000). AID 1448;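 active = activation above its plate's cutoff, the mean activation of the plate's test wells plus 3 SD, cut at about 12% in these data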;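 also: 0% = DMSO only wells and 100% = carbachol wells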
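system = HEK293 cells stably carrying human TRPML3-YFP | doses = one concentration, 3 µM nominal, 0.3% DMSO | timing = dye loading 1 h 37 °C then 30 min ambient, 125 s read | detection = Fluo-8 calcium dye fluorescence, ex 470-495, em 515-575 nm | benchmarks = high control carbachol 87 µM, low control DMSO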
BaF3 tox – parental Ba/F3 viability inhibition as JAK2V617F counter-screen | CellTiter-Glo ATP luminescence | inhibition, % at 5.6 µM | actives 1.1% (n = 220,000) | AID 1486;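 active = inhibition above a per-campaign cutoff, the mean inhibition of all tested compounds plus 3 SD, cut at about 27% in these data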;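 also: 0% = DMSO wells and 100% = JAK Inhibitor I control wells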
Ba/F3 V617F tox – loss of viability in JAK2V617F-driven Ba/F3 cells; Ba/F3 EpoR-JAK2V617F viability, ATP luminescence; inhibition, % at 5.6 µM; actives 1.1% (n = 220,000);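 active = inhibition above the campaign mean plus 3 SD over all tested compounds, cut at about 24% in these data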;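 also: cytokine-independent growth of Ba/F3 cells driven by EpoR plus mutant JAK2; 0% = DMSO-treated cells and 100% = JAK inhibitor I control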
RBBP9 inhibitor – blocks human serine hydrolase RBBP9 | O75884 | recombinant RBBP9, FP-Rh probe fluorescence polarization | inhibition, % at 7.94 µM | actives 0.2% (n = 220,000);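 active = inhibition above the campaign mean of all tested compounds plus 3 SD, cut at about 14% in these data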;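 also: plate controls were DMSO wells with RBBP9 for no effect and wells lacking RBBP9 protein for full effect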
Target sequence (O75884 whole entry, looked up): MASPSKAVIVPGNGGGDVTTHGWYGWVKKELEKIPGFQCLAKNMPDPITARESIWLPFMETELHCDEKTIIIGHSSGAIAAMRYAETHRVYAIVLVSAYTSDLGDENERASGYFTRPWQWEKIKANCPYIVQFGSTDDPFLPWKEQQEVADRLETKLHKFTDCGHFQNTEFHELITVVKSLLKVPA
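System: RBBP9 protein / Buffer or medium: Tris/NaCl buffer pH 8.0 with 0.1% Pluronic / Probe or stimulus: Serine-hydrolase probe FP-Rh, 375 nM pre-mixing / Dosing: 7.94 µM single dose, 0.794% DMSO / Times: enzyme-compound preincubation 30 min, then probe labeling 45 min, 25 °C / Technique: fluorescence polarization (mP), excitation 525 nm, emission 598 nm / Replication: singlicate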
TRPN1 ag – agonists of zebrafish TRPN1 channel. activation, % at 3 µM. actives 0.18% (n = 220,000). AID 1424. HEK293 zebrafish TRPN1-YFP, Fluo-8 calcium fluorescence; 100% = response to 87 µM carbachol;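 active = activation above its plate's cutoff, the mean activation of test wells on that plate plus 3 SD, cut at about 19% in these data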;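 also: 0% = DMSO alone and 100% = 87 µM carbachol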
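Material – zebrafish TRPN1-YFP in HEK293 cells · Doses – 3 µM single point · Schedule – dye 1 h 37 °C plus 30 min RT · Signal – Fluo-8 calcium fluorescence, excitation 470-495 nm, emission 515-575 nm · Read-out – % activation versus carbachol response · Control set – carbachol high, DMSO low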
Wee1 degr inh – human Wee1 degradation inhibition, primary screen | HeLa Luc-Wee1K328M stability, luciferase luminescence; 100% = proteasome inhibitor MG132 effect | reporter increase, % at 5 µM | actives 1.2% (n = 220,000);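 active = activation above the mean of all tested compounds plus 3 SD, set per screening run, cut at about 8.8% in these data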;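 also: cells exposed to compound for 20 h before luminescence read; 0% = DMSO alone and 100% = MG132 at 30 µM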
Target sequence (P30291 whole entry K328M): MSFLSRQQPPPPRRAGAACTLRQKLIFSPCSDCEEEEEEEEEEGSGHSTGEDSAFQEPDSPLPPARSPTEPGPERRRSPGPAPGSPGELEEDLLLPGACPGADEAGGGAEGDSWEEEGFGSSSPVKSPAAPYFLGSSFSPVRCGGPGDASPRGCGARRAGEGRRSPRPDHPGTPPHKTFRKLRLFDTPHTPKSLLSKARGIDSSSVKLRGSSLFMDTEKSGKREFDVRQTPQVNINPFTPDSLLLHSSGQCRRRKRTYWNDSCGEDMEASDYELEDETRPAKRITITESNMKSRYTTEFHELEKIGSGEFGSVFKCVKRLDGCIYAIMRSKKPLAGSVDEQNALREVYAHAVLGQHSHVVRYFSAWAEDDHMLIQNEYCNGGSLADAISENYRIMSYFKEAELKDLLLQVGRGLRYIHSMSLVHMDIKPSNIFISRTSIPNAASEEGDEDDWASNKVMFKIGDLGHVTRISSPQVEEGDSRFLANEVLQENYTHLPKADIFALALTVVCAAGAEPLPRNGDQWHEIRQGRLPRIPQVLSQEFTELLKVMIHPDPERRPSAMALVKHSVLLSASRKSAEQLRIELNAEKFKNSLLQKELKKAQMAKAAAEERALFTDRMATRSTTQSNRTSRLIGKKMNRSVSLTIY
The depositor's hits bear a star; x = not tested or not shown; [ ] = dose if it differs, or a comment.

SMILES	CHOP inh	TNF necrop inh	PPC-1+TRAIL kill	TRPML3 agonist	BaF3 tox	Ba/F3 V617F tox	RBBP9 inhibitor	TRPN1 ag	Wee1 degr inh
CN(C)S(=O)(=O)c1ccc2oc(SCC(N)=O)nc2c1	16	0.8	21	0.9	5	2	-7	2.5	-1
CC(=O)N(C1=C(N)C(=O)c2ccccc2C1=O)C(C)C	-4	-1.5	1	0.6	5	6	-6	2.0	-4
CCN(CC)S(=O)(=O)c1ccc(NC(=O)C2CCCN(C(=O)c3ccc(Cl)cc3)C2)cc1 (configuration not stated)	36	3.1	-8	3.2	7	-2	-5	4.5	3
O=C(Nc1ccccc1)Nc1ccc(Oc2ncnc3cc(Cl)ccc23)nc1	-38	2.5	11	-0.4	-4	-4	-4	0.4	3
CCc1ccc(/C=C2\SC(=S)N(CCC(=O)Nc3cc(C)on3)C2=O)cc1	40	0.8	-4	1.2	4	-2	-7	4.0	-1
CC1(C)NC(=O)N(CC(O)COc2ccccc2[N+](=O)[O-])C1=O (configuration not stated)	-7	0.3	-10	1.0	5	-1	-8	-0.3	0
Cc1nc(NCc2ccccc2)c(C(N)=O)c2c1COC(C)(C)C2	-8	1.7	17	0.4	-2	-7	-2	-1.6	0
COc1ccc(-c2cc(-c3ccc(F)cc3)nc(N3CCN(C)CC3)n2)cc1	87*	3.1	x	0.1	11	-2	-3	1.3	-2
O=C(COc1cccc2cccnc12)NNC(=S)Nc1ccccc1	-13	-0.5	2	0.0	6	1	-6	-1.2	0
N#C/C(=C\Nc1ccc(F)c(Cl)c1)S(=O)(=O)c1ccccn1	-7	1.3	-4	0.0	0	0	-7	-1.7	2
Cc1ccc(NC(=O)CSc2ccccc2NC(=O)c2ccccc2)cc1Cl	-18	0.9	17	0.7	4	0	-4	0.9	-1
COC(=O)C(=NNc1c(C)n(C)n(-c2ccccc2)c1=O)C(=O)OC	17	1.8	-15	0.7	2	-2	-6	-0.2	0
COCCNC(=O)Cc1ccc(F)cc1	-19	0.3	19	0.7	5	-1	-5	0.9	2
CCOC(=O)c1c(Nc2nc(C)c(C(=O)NC)s2)sc(C)c1C	-10	-0.3	9	0.1	2	3	-3	-0.6	-4
Oc1[nH]c2ccccc2c1N=NC(=S)NCCc1ccccc1	105*	0.5	19	-0.8	3	-4	-9	-1.7	1
Cc1ccc2cc(CCNC(=O)Cc3cccs3)c(=O)[nH]c2c1	-1	-0.7	-24	0.5	8	-1	2	0.0	-3
CC(C)CC(C(=O)O)N(Cc1ccccc1)Cc1ccccc1 (configuration not stated)	8	-1.8	28	-1.2	2	4	-2	-0.8	0
CC(Oc1ccc(-c2ccccc2)c(F)c1)c1ccn(S(=O)(=O)c2ccc(Br)cc2)n1 (configuration not stated)	34	-2.0	2	0.3	4	-2	-2	-0.1	2
CC(NC(N)=O)C(=O)Nc1ccc(Cl)c(S(=O)(=O)Nc2ccc(Cl)cc2)c1 (configuration not stated)	4	1.5	3	0.3	3	2	-9	0.6	2
Cn1c(SCc2ccccc2Cl)nc(C(F)(F)F)cc1=O	74*	-3.7	1	0.1	2	2	-8	0.8	1
O=C(O)C1CC(c2ccccc2)=NO1 (configuration not stated)	3	0.6	12	1.2	4	0	2	1.6	-2
CN(C)S(=O)(=O)c1ccc(NCC2COc3ccccc3O2)c([N+](=O)[O-])c1 (configuration not stated)	22	4.7	-1	1.7	7	-2	-7	0.1	-3
O=c1c2cc(N3CCOCC3)ccc2[nH]c(=S)n1CC1CCCO1 (configuration not stated)	-31	1.0	1	-0.1	6	-1	-10	2.3	1
NS(=O)(=O)c1ccc(NC(=O)COC(=O)CCC2CCCCC2)cc1	30	0.4	10	0.8	7	-1	-7	0.7	2
Cc1cc(C(=O)COc2cccc(-n3cnnn3)c2)c(C)n1-c1ccccc1	15	-6.8	11	0.5	4	-2	-6	3.4	-1
Going on with the list:
SMILES	CHOP inh	TNF necrop inh	PPC-1+TRAIL kill	TRPML3 agonist	BaF3 tox	Ba/F3 V617F tox	RBBP9 inhibitor	TRPN1 ag	Wee1 degr inh
CCCCN(CC)CCCNC(=O)c1csc2c1CCCCC2	0	2.6	11	0.8	-4	-1	-1	-1.3	1
O=C(Nc1nnc(-c2ccco2)o1)c1cccc(N2C(=O)CCC2=O)c1	-2	-0.3	8	1.2	3	0	-7	0.3	-1
COc1ccc(C(=O)/C(=C\N(C)C)n2nc(C)cc2C)cc1	5	-0.6	-1	0.4	8	5	0	0.0	-3
O=C(NCCc1ccccc1)c1ccc(-n2cnnn2)cc1	-11	0.0	-6	1.3	1	1	-1	2.9	4
CCOc1ccc(NC(=O)C2C3CC/C=C\CCC32)cc1 (configuration not stated)	-8	0.7	12	0.5	0	-1	-7	0.7	11*
O=C(Nc1ccccc1N1CCN(c2ccccc2)CC1)C12CC3CC(CC(C3)C1)C2	30	-0.2	18	0.7	1	-4	4	1.4	-1
O=C(Cc1cn2ccsc2n1)Nc1cccc2cnccc12	37	-3.7	10	0.2	-3	-2	-5	1.1	-2
CCc1ccc(NC(=O)N(CCCOC(C)C)C2CCN(C(C)=O)CC2)cc1	4	-0.6	-3	0.3	9	-1	-6	0.7	-1
COc1ccc2cc(C(c3nnnn3C3CCCC3)N3CCOCC3)c3nnnn3c2c1 (configuration not stated)	41	1.6	2	0.9	0	-3	-9	0.9	7
COC(=O)c1cccc(Nc2nc(-c3cccnc3)nc3ccccc23)c1	17	-17	11	0.4	5	-4	-9	1.3	-2
Cc1cc(N2CCOCC2)n2ncc(-c3ccccc3)c2n1	42	-0.6	48[5 µM]	-0.7	3	-3	-12	-1.5	1
COc1ccccc1OCC(O)Cn1c(Br)nc2c1c(=O)[nH]c(=O)n2C (configuration not stated)	-8	-3.6	-1	0.1	9	4	-4	2.2	3
CCN1CCC2(CCN(Cc3cn[nH]c3-c3ccc(OC)c(F)c3)C2)C1 (configuration not stated)	13	0.7	9	1.1	3	3	-9	0.7	-3
Cc1ccccc1OCCn1cnc2c(N)ncnc21	-2	-3.7	15	1.1	33*	57*	5	-1.2	1
COc1ccc(S(=O)(=O)NCC(c2cccnc2)N2CCN(C)CC2)cc1C (configuration not stated)	-2	1.5	6	0.7	1	-2	-2	0.8	-2
O=C(Nc1ccc(-c2nc3cccnc3s2)cc1)C1CCCO1 (configuration not stated)	52	-3.1	62*[5 µM]	0.9	7	6	-8	-1.0	-2
CCOc1ccc(S(=O)(=O)N2CCN(S(=O)(=O)c3ccc(OCC)cc3)C(C)C2)cc1 (configuration not stated)	9	3.6	2	-0.6	1	-3	5	-2.9	4
Cc1ccc2nc(SCC(=O)N3CCCC3)[nH]c2c1	-18	-1.3	5	-0.8	3	-1	6	1.4	0
CCOP(=O)(OCC)c1nc(-c2ccc(Cl)cc2)oc1NCc1ccccc1	92*	1.0	-3	-0.4	3	0	-1	0.0	6
O=C(Cn1ncc(Cl)c(Cl)c1=O)c1ccc(Cl)cc1	102*	-14	10	0.3	1	17	-2	-1.4	3
C(=C\c1nc(-c2ccccc2)no1)/c1ccccc1	22	1.1	-17	0.6	4	0	-5	0.7	1
C[N+]1(CCN2C(=O)C3CC=C(Cl)CC3C2=O)CCOCC1 (configuration not stated)	8	0.4	-6	1.2	2	2	1	0.3	-2
CCOC(=O)c1c(NC(=O)C(=O)N/N=C/c2ccc(O)c(OC)c2)sc2c1CCCCC2	37	2.1	15	0.6	7	1	1	1.3	-2
COc1ccc(N2CC(O)=C(c3n(C)c4ccccc4[n+]3C)C2=N)cc1	27	-0.4	18	0.6	1	-2	-15	2.2	1
CC(O)C(C(=O)OCc1ccc([N+](=O)[O-])cc1)N1C(=O)c2ccccc2C1=O (configuration not stated)	-14	1.7	2	0.6	-2	-4	-2	2.7	0

Sorted by formula weight (low to high): some entries from above
SMILES	CHOP inh	TNF necrop inh	PPC-1+TRAIL kill	TRPML3 agonist	BaF3 tox	Ba/F3 V617F tox	RBBP9 inhibitor	TRPN1 ag	Wee1 degr inh
CC(=O)N(C1=C(N)C(=O)c2ccccc2C1=O)C(C)C	-4	-1.5	1	0.6	5	6	-6	2.0	-4
NS(=O)(=O)c1ccc(NC(=O)COC(=O)CCC2CCCCC2)cc1	30	0.4	10	0.8	7	-1	-7	0.7	2
COc1ccc(-c2cc(-c3ccc(F)cc3)nc(N3CCN(C)CC3)n2)cc1	87*	3.1	x	0.1	11	-2	-3	1.3	-2

Next section.
SMILES	CHOP inh	TNF necrop inh	PPC-1+TRAIL kill	TRPML3 agonist	BaF3 tox	Ba/F3 V617F tox	RBBP9 inhibitor	TRPN1 ag	Wee1 degr inh
CC(C)(C)NC(=O)C1CCN(S(=O)(=O)c2ccc(Br)cc2)CC1	24	-1.3	-10	0.0	2	-1	-4	-0.3	-1
CCOC(=O)C1=C(C)Nc2nc(C)nn2C1c1ccc(OCC)c(OC)c1 (configuration not stated)	8	0.4	7	0.6	-3	2	-6	2.3	-1
Cc1ccccc1Cn1c(CN2CCc3ccccc3C2)nc2c1c(=O)n(C)c(=O)n2C	39	-4.5	31	-1.1	3	-3	-4	-2.8	-1
COc1ccc(NC(=O)CC(C)C)c(OC)c1	9	-0.3	-5	0.7	9	2	0	0.1	0
O=C(c1cc2ccccc2c(=O)o1)N1CCCCCC1	-53	1.5	22	0.3	3	-4	-7	0.8	-2
Cc1cc(C)c(NC(=S)N(CCc2ccncc2)C(C)C)c(C)c1	14	1.9	6	-0.1	4	4	3	1.0	-3
CCCCCOP(=O)(OCCCCC)C1(NS(=O)(=O)c2ccccc2)C=CC(=O)c2ccccc21 (configuration not stated)	0	-8.5	-7	-0.1	4	-2	-5	-0.5	-1
COCCOC(=O)C1=C(C)N=C2SCCC(=O)N2C1c1cccc(Br)c1 (configuration not stated)	29	0.6	-24	-1.3	3	-1	-11	-0.3	3
CCCCOc1ccccc1C1C(C(=O)OC)=C(C)N(C)C(C)=C1C(=O)OC	-1	-2.2	13	-1.5	9	6	-3	-2.4	4
O=C(CN1CCN(S(=O)(=O)c2ccccc2)CC1)Nc1ccccc1C(=O)c1ccccc1	13	1.1	21	0.2	5	0	3	-1.2	1
COc1cccc(NC(=O)C2CC2(c2cccc(OC)c2)c2cccc(OC)c2)c1 (configuration not stated)	4	3.6	4	0.1	7	-1	-12	-1.2	2
Cc1cccc(C)c1NC(=O)Cn1c(CN2CCCCC2)nc2ccccc2c1=O	21	-0.9	2	-0.2	1	-1	-3	0.1	-1
C=C(C)COc1ccc2c(C)c(CC(=O)OC)c(=O)oc2c1C	43	-2.0	25	-0.1	3	-1	11	2.9	1
CN(c1ccccc1C(=O)NC1CC2CCC1C2)S(=O)(=O)c1ccccc1 (configuration not stated)	-17	3.6	25	0.5	5	0	-1	2.6	0

No enrichment for hits; overall some 6.8% were active at least once.
